BRCT PPI green: BRCA1 BRCT-phosphoprotein interaction inhibition; BRCA1 BRCT-phosphopeptide binding, green fluorescence polarization; Potency, µM (series often up to 76.9 µM), without a hit: top-dose activity change, negative = inhibition, hits mostly inhibitors; 0.05% of 75,000 active; AID 875;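 also: potency is read from the fitted curve at half-maximal effect; plate controls were peptide without protein for full effect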
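Fluorescence polarization: His-tagged BRCT (~35 kDa BRCA1 C-terminus, 250 nM) bound to 100 nM fluorescein-labeled phosphorylated 10-aa BACH1 peptide, pH 7.3 phosphate buffer with DTT and Tween 20. Compounds incubated 12 min at room temperature; inhibition read as lowered polarization.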
4-MU autofl: 4-MU region autofluorescence; 11% of 59,000 active; max dye-equivalent concentration, M; compound autofluorescence, 340/450 nm, 4-MU equivalents; stronger effect = higher value; in the data active = max dye-equivalent concentration above about 10 nM; inconclusive = mostly about 1.1 nM to 9.6 nM
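Compounds in 100 mM Tris, pH 8.0, sat 15 min at room temperature before fluorescence was read at 340 nm excitation/450 nm emission; a per-plate six-point 4-MU standard curve converted signals to dye-equivalent concentration at each compound concentration.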
Caspase-7 inhib: blocks human caspase-7 allosterically or competitively. recombinant caspase-7, Ac-DEVD-AFC fluorescence rate. Potency, µM (titrated, usually from 57.5 µM), for the others: at the highest dose activity change, negative = inhibition, usual class: inhibitors. 0.02% of 75,000 active; active = well fitted inhibition curve with a large enough effect in the main read-out, with a control signal flat, not every such curve was filed as active; inconclusive = small, poorly fitted or top-dose-only effect, or a change in a side signal; also: potency is read from the fitted curve at half-maximal effect; % of control where 0% means no effect
Target sequence (P55210 24-198 limits assumed): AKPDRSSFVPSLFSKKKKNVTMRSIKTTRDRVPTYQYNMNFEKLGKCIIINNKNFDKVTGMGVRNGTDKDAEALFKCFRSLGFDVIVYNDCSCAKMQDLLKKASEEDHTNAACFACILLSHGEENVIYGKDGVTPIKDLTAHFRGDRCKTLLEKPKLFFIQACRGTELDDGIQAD
Target sequence (P55210 207-303 limits assumed): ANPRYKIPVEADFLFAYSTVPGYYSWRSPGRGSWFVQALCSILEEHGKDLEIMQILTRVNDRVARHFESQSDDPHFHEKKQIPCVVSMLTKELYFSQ
Casp1 inh: blocks human caspase-1 allosterically or competitively. P29466. Caspase-1 enzyme, Ac-WEHD-AFC fluorogenic rate. Potency, µM (top dose mostly 57.5 µM), inactives show at the highest dose activity change, negative = inhibition, usual class: inhibitors. 0.03% of 75,000 active. AID 900;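 also: potency is read from the fitted curve at half-maximal effect; plate controls were vehicle for no effect and no substrate for full effect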
Fluorescein fluor: compound fluoresces in the fluorescein spectral region. Compound autofluorescence, 480/540 nm, fluorescein-equivalent; stronger effect = higher value. max fluorescein-equivalent concentration, M. 0.91% of 59,000 active. AID 593; in the data active = max fluorescein-equivalent concentration above about 10 nM; inconclusive = between about 1.1 nM and that limit
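Normalized response (dye-equivalent concentration) derives from comparing each well's 540 nm emission, under 480 nm excitation, with plate-resident fluorescein standards. Compounds were held in 100 mM Tris, pH 8.0, for 15 min at room temperature.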
A350 fluor: compound fluoresces in the Alexa 350 spectral region | 11% of 59,000 active | Compound autofluorescence, 340/450 nm, Alexa 350 dye-equivalents; stronger effect = higher value | max dye-equivalent concentration, M | AID 590; in the data active = max dye-equivalent concentration above about 10 nM; inconclusive = mostly about 1.1 nM to 9.6 nM
UbGFP stabilizer: proteasome inhibitors stabilizing ubiquitin-GFP reporter; Ubiquitin-GFP reporter cells, proteasome inhibition, GFP fluorescence; response scale: untreated = 0%, 10 µM MG-132 = 100%; Potency, µM (top dose mostly 45.9 µM), without a hit: at the highest dose activation (GFP accumulation), usual class: activators; 67,000 tested, under 10 active; active = well fitted activation curve with a large enough effect, not every such curve was filed as active; inconclusive = small, poorly fitted or top-dose-only effect, or another doubt; inactive = no such curve, though single readings can be large or run the other way; also: potency is read from the fitted curve at half-maximal effect
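Proteasome block read as GFP accumulation: ubiquitin(G76V)-GFP U2OS cells exposed to compound (2.9 nM–46 uM) for 4 hr at 37 C. Normalization used untreated cells as 0% and 10 uM MG-132 as 100%; concentration-response curves fitted.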
BRCT PPI red: BRCT-phosphoprotein interaction inhibition (red fluorophore). Potency, µM (series often up to 76.9 µM), without a hit: top-dose activity change, negative = inhibition, usual class: inhibitors. BRCT-phosphopeptide binding, red fluorescence polarization. P38398. 0.03% of 75,000 active; also: % is scaled to controls: 0 for no effect and ±100 for the full control effect
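Fluorescence polarization: 100 nM His-tagged BRCA1 BRCT with 100 nM TAMRA-labelled phospho-BACH1 decapeptide, phosphate buffer pH 7.3 with 150 mM NaCl, DTT, 0.01% Tween 20; 12 min RT. Binding inhibition seen as FP decrease.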
USP2a inhib: blocks human ubiquitin-specific protease USP2a; O75604; USP2a enzymatic assay, qHTS inhibition; Potency, µM (titrated, usually from 38.3 µM), without a hit: at the highest dose activity change, negative = inhibition, hits mostly inhibitors; 0.1% of 60,000 active;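 also: potency is read from the fitted curve at half-maximal effect; nearly all actives have a fitted effect of over 60% in size; plate controls were DMSO for no effect and NEM full inhibition control for full effect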
Target sequence (O75604 whole entry, looked up): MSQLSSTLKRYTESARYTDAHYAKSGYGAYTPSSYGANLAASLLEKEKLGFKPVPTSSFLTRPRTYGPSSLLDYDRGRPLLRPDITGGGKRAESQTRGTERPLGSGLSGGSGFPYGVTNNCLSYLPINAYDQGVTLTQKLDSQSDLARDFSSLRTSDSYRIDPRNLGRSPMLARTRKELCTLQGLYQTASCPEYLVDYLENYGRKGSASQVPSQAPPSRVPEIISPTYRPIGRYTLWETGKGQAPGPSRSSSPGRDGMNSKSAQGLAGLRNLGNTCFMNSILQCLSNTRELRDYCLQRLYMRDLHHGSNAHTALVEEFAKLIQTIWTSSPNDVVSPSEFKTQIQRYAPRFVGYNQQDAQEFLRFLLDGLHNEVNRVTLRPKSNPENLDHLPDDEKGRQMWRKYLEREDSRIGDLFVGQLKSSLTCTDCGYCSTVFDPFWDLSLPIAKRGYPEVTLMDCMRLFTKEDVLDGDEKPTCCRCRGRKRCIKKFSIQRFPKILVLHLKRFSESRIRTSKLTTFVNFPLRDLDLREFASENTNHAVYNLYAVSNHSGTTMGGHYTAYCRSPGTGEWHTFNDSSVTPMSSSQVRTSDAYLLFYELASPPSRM
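20 nM USP2 core + cpd, 30 min RT; add 20 nM Ub-PLA2/20 uM NBD C6-HPC; read Ex460/Em535 at 0 h and 2.5 h. Normalized to NEM; qHTS curve fit/classification.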
GFP derepression: epigenetic GFP locus derepression in mouse cells; mouse C127i GFP locus derepression, cytometry, 30 h; Potency, µM (series often up to 46.1 µM), without a hit: at the top dose GFP derepression (activation); 0.09% of 68,000 active; AID 597; also: % of control where 0% means no effect
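Murine C127i mammary cells carrying a silenced, stably integrated CMV-driven GFP reporter were treated with compound for 30 hours at 37 C. After PBS washes, GFP-positive cells were counted by laser-scanning microplate cytometry.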
HEK293 cAMP ctrl: counter-screen for TSHR agonists: cAMP increase in parental HEK293; 2.5% of 73,000 active; Potency, µM (top dose mostly 57.1 µM), inactives show at the top dose activation, actives largely listed as activators; parental HEK293 CNG cAMP sensor, membrane potential fluorescence; also: potency is read from the fitted curve at half-maximal effect; % of control where 0% means no effect; nearly all actives have a fitted effect of over 55% in size
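Parental HEK 293 cells stably expressing a modified CNG channel (no TSHR) report cAMP rise as membrane depolarization. Membrane potential dye with 100 uM RO 20-1724 was loaded for 60 min at room temperature, then compound added for 30 min; fluorescence read at 590 nm.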
* = called active by the depositor; i = inactive; ? = inconclusive; . = no result given; [ ] = another dose, or the depositor's remark. Unless noted, calls follow the shape of the dose curve; as a rule, active = well fitted curve in the direction sought with a large enough effect; inconclusive = small, poorly fitted or top-dose-only effect, or another doubt; inactive = no such curve, though single readings can be large; an effect the other way counts as inactive or inconclusive.

Under each structure – BRCT PPI green	4-MU autofl	Caspase-7 inhib	Casp1 inh	Fluorescein fluor	A350 fluor	UbGFP stabilizer	BRCT PPI red	USP2a inhib	GFP derepression	HEK293 cAMP ctrl
> Cc1ccc(C)c(NS(=O)(=O)c2cc(C(N)=O)ccc2C)c1
→ -2.4%	i	-1%	0%	i	i	11%	0.9%	7%	-3%	1%
> O=S(=O)(c1ccc(F)c(Cl)c1)N1CCCC1
→ -1.6%	?	-2%	1%	i	?	0%	-1.2%	2%	3%	5%
> COc1ccc2[nH]cc(CCNc3ccnc(-c4c(C)noc4C)n3)c2c1
→ -0.9%	i	-3%	0%	?	i	10%	0.3%	136%[activator]	1%[9.22 µM]	-23%
> Cc1cc(NC(=O)c2c(-c3ccccc3Cl)noc2C)no1
→ 0.5%	i	1%	-2%	i	i	-2%	1.0%	.	1%	8%
> CCCc1[nH]nc2c1C(c1ccc(OC(=O)N3CCOCC3)c(OC)c1)C(C#N)=C(N)O2 (stereo not drawn)
→ 1.3%	i	0%	2%	i	i	2%	0.1%	28%	-4%	-1%
> CCN(CC)S(=O)(=O)c1ccc(S(=O)(=O)N2CCN(CCC#N)CC2)cc1
→ -1.8%	.	-3%	4%	.	.	-6%	1.6%	.	-2%	4%
> Cc1cccc(C)c1OCc1nnc(SCC(=O)Nc2nccs2)n1-c1ccccc1
→ 0.0%	i	3%	-1%	i	?	14%	0.7%	12%	-3%	?
> O=C(OCc1cc(=O)n2c(n1)sc1ccccc12)c1ccc2c(=O)n3c(nc2c1)CCC3
→ -5.1%	?	-18%	0%	?	?	0%	-6.2%	30%[activator]	3%	-11%
> CCn1c(SCC(=O)N2CCCc3ccccc32)nnc1-c1ccco1
→ 0.8%	i	1%	1%	i	i	-1%	0.0%	26%	1%	3%
> CCOC(=O)C(NCc1ccccc1OC)(NC(C)=O)C(F)(F)F (stereo not drawn)
→ -1.1%	i	0%	-1%	i	?	.	-0.1%	2%	0%	3%
> c1cn2cc(CN3CCOCC3)nc2s1
→ -1.7%	i	0%	1%	?	i	-5%	-0.6%	0%	0%	-5%
> O=C(CSc1nnc(-c2cccs2)o1)OCc1ccccc1
→ 0.4%	i	-2%	-1%	i	i	3%	0.3%	-8%	0%	?
> COc1cccc(C(=O)Nc2ccc3nc(N4CCOCC4)cc(C)c3c2)c1
→ -4.3%	.	-5%	3%	.	.	5%	-2.1%	.	-3%	0%
> CN(Cc1ccccc1)Cc1nc2c(c(=O)n(C)c(=O)n2C)n1Cc1ccc(F)cc1
→ -0.8%	i	1%	-2%	?	i	-3%	-1.4%	19%	6%	?
> CCOC(=O)Cc1c(C)nc2c(-c3ccccc3)c[nH]n2c1=O
→ 1.0%	3.3e-08M*	-2%	2%	?	3.8e-08M*	0%	0.8%	-6%	-4%	-2%
> O=C(c1cc(-c2ccco2)on1)N1CCOCC1
→ 0.7%	i	-6%	-5%	i	i	-5%	0.1%	7%	3%	-3%
> COc1cccc(C=Nc2cc(C)on2)c1O
→ 2.2%	i	-2%	-1%	i	i	1%	-0.4%	-8%	0%	-3%
> COC(=O)c1cc(NC(=O)C2COc3ccccc3O2)ccc1Cl (stereo not drawn)
→ 2.3%	i	-3%	-2%	i	i	1%	-0.5%	-6%	1%	19%
> COC(=O)Nc1nnc(-c2ccccc2Cl)s1
→ -3.4%	?	-1%	1%	i	?	-1%	-2.1%	-4%	3%	6%
> O=C(CN1CCN(c2ccc(Cl)cc2)CC1)Nc1ccc(F)cc1
→ -0.4%	i	-1%	0%	i	i	-3%	0.4%	5%	0%	24%

A portion from the list above:
Under each structure – BRCT PPI green	4-MU autofl	Caspase-7 inhib	Casp1 inh	Fluorescein fluor	A350 fluor	UbGFP stabilizer	BRCT PPI red	USP2a inhib	GFP derepression	HEK293 cAMP ctrl
> O=S(=O)(c1ccc(F)c(Cl)c1)N1CCCC1
→ -1.6%	?	-2%	1%	i	?	0%	-1.2%	2%	3%	5%
> COc1ccc2[nH]cc(CCNc3ccnc(-c4c(C)noc4C)n3)c2c1
→ -0.9%	i	-3%	0%	?	i	10%	0.3%	136%[activator]	1%[9.22 µM]	-23%
> Cc1cc(NC(=O)c2c(-c3ccccc3Cl)noc2C)no1
→ 0.5%	i	1%	-2%	i	i	-2%	1.0%	.	1%	8%
> CCCc1[nH]nc2c1C(c1ccc(OC(=O)N3CCOCC3)c(OC)c1)C(C#N)=C(N)O2 (stereo not drawn)
→ 1.3%	i	0%	2%	i	i	2%	0.1%	28%	-4%	-1%
> CCN(CC)S(=O)(=O)c1ccc(S(=O)(=O)N2CCN(CCC#N)CC2)cc1
→ -1.8%	.	-3%	4%	.	.	-6%	1.6%	.	-2%	4%
> Cc1cccc(C)c1OCc1nnc(SCC(=O)Nc2nccs2)n1-c1ccccc1
→ 0.0%	i	3%	-1%	i	?	14%	0.7%	12%	-3%	?
> O=C(OCc1cc(=O)n2c(n1)sc1ccccc12)c1ccc2c(=O)n3c(nc2c1)CCC3
→ -5.1%	?	-18%	0%	?	?	0%	-6.2%	30%[activator]	3%	-11%
> CCn1c(SCC(=O)N2CCCc3ccccc32)nnc1-c1ccco1
→ 0.8%	i	1%	1%	i	i	-1%	0.0%	26%	1%	3%
> CCOC(=O)C(NCc1ccccc1OC)(NC(C)=O)C(F)(F)F (stereo not drawn)
→ -1.1%	i	0%	-1%	i	?	.	-0.1%	2%	0%	3%

(next part)
Under each structure – BRCT PPI green	4-MU autofl	Caspase-7 inhib	Casp1 inh	Fluorescein fluor	A350 fluor	UbGFP stabilizer	BRCT PPI red	USP2a inhib	GFP derepression	HEK293 cAMP ctrl
> C=CCc1ccccc1OCC(O)CN1CCN(c2ccccc2OC)CC1 (stereo not drawn)
→ 0.4%	i	-2%	-3%	?	i	-2%	0.9%	4%	2%	-12%
> CC(C)COc1cccc(C(=O)Nc2ccc(S(=O)(=O)N3CCOCC3)cc2)c1
→ 0.0%	i	-1%	0%	i	i	7%	0.3%	37%[activator]	3%	?
> Cc1ccc(C(C)C)c(OCc2ccc(-c3nnco3)cc2)c1
→ -2.3%	2.2e-08M*	-3%	-3%	i	2.8e-08M*	-3%	-4.4%	-1%	2%	16%
> O=C(CCn1c(=S)[nH]c2ccccc2c1=O)NCC1CCCO1 (stereo not drawn)
→ -1.6%	i	-2%	-1%	i	?	.	-0.4%	-1%	-2%	-2%
> Cc1c(C(=O)NCc2cccs2)oc2ccc(S(=O)(=O)N3CCOCC3)cc12
→ 4.3%	i	-1%	0%	i	i	-2%	-1.2%	-5%	-2%	1%
> CCCSc1nc2c(c(=O)[nH]c(=O)n2C)n1CCc1ccccc1
→ -0.8%	i	1%	-1%	?	i	2%	1.7%	2%	1%	28%
> O=S(=O)(c1cccs1)n1cnc2ccccc21
→ 1.4%	.	0%	-4%	.	.	.	0.6%	.	.	0%
> CCOc1ccc(-n2c(SCC(N)=O)nc3c(c2=O)SCC3)cc1
→ -2.3%	i	1%	2%	i	i	9%	0.3%	0%	0%	-1%
> O=C(OCc1c(Cl)cccc1Cl)c1ccccn1
→ 0.9%	i	-1%	2%	?	i	-2%	0.5%	0%	1%	?
> CCOC(=O)CSc1nc2sc3c(c2c(=O)[nH]1)CCCC3
→ -1.7%	.	0%	3%	.	.	-11%	-0.8%	-11%	2%	10%
> CCOC(=O)c1cccc(NC(=O)CSc2nnc(-c3cccnc3)n2C)c1
→ 2.5%	i	2%	2%	?	i	-2%	-2.5%	.	0%	12%
> O=C(c1cccc(S(=O)(=O)N2CCOCC2)c1)N1CCCCCC1
→ -2.2%	i	-1%	2%	i	i	-1%	-1.0%	-5%	0%	7%
> CC(C)(C)c1ccc(-c2nnc3sc(-c4ccccn4)nn23)cc1
→ 0.4%	.	-8%	-5%	.	.	-6%	-0.5%	.	.	21%
> Cc1ccc(C(c2sc3ncnn3c2O)N2CC(C)CC(C)C2)cc1 (stereo not drawn)
→ -1.2%	.	3%	-2%	.	.	0%	0.1%	.	.	?
> O=C(CCCc1c[nH]c2ccccc12)N1CCN(c2ccc(N3CCOCC3)nn2)CC1
→ -0.8%	.	-24%	-11%	.	.	2%	-0.8%	.	5%	-3%
> COc1cccc(NC(=O)c2oc3ccccc3c2NC(C)=O)c1
→ -4.4%	?	2%	6%	?	?	7%	-0.9%	-4%	-2%	?

Not all compounds are listed, so the mix of outcomes need not match the whole.
